From PubChem BioAssay
mcGAS inh: mouse cGAS inhibition by luminescence; Q8C6L5; recombinant cGAS, Kinase-Glo ATP depletion luminescence; inhibition, % at 12.5 µM; hit rate 0.15% among 160,000; AID 1259399;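 further: 0% = negative control wells and 100% = reference inhibitor with no enzyme activity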
hcGAS lum: blocks human cGAS activity | Q8N884 | recombinant h-cGAS, ATP depletion, Kinase-Glo luminescence | inhibition, % at 12.5 µM | hit rate 0.081% among 290,000 | AID 1259398;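 further: 0% = vehicle reaction and 100% = reaction without DNA for no activity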
Target sequence (Q8N884 whole entry, looked up): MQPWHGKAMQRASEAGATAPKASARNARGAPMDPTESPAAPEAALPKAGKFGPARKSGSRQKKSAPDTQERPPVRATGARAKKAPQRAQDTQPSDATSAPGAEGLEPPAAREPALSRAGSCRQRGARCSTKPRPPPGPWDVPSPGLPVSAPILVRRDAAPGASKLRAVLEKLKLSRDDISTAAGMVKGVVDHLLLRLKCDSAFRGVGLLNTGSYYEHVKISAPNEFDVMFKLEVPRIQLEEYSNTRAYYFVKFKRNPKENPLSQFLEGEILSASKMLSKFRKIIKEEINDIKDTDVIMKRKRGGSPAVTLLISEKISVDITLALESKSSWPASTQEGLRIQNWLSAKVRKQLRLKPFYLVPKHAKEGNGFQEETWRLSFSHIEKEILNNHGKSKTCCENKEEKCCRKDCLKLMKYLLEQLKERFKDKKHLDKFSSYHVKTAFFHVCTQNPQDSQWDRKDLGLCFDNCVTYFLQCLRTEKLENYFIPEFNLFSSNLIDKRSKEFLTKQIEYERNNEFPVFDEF
NPYLR7 ag: mosquito NPYLR7 agonism. HEK293T NPYLR7/Galpha15, GCaMP6s calcium fluorescence. activation, % at 10 µM. hit rate 0.15% among 270,000; in the data active means activation above about 40%;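 further: 0% = vehicle and 100% = reference agonist at the receptor; some compounds past the cut are filed as inactive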
Starred values were filed as active, the others as inactive; . = no result given. Unless noted, no stated cut-off is given here; in the data, active means inhibition above about 40%; inactive means the rest.

Start of the listing, in advance, five compounds:
SMILES	mcGAS inh	hcGAS lum	NPYLR7 ag
Cc1ccc(NC(=O)CCCNC(=O)c2ccco2)c(Br)c1	.	-7	7
COC(=O)C(O)(COC(=O)c1cccc(Cl)c1)C(O)(c1nccn1C)C(F)(F)F (centres undefined)	.	-7	1
Cc1ccc(C(C)NC(=O)C(F)(F)C(F)(F)C(F)(F)F)cc1C (centres undefined)	.	0	3
CC(=O)c1[nH]c(C)c(C(=O)NC2CCC(C)CC2)c1C (centres undefined)	.	-6	2
CSc1ccc(C2SCC(=O)N2c2cccc(F)c2)cc1 (centres undefined)	.	-4	-2

Main list, previewed entries included:
SMILES	mcGAS inh	hcGAS lum	NPYLR7 ag
Cc1ccc(NC(=O)CCCNC(=O)c2ccco2)c(Br)c1	.	-7	7
COC(=O)C(O)(COC(=O)c1cccc(Cl)c1)C(O)(c1nccn1C)C(F)(F)F (centres undefined)	.	-7	1
Cc1ccc(C(C)NC(=O)C(F)(F)C(F)(F)C(F)(F)F)cc1C (centres undefined)	.	0	3
CC(=O)c1[nH]c(C)c(C(=O)NC2CCC(C)CC2)c1C (centres undefined)	.	-6	2
CSc1ccc(C2SCC(=O)N2c2cccc(F)c2)cc1 (centres undefined)	.	-4	-2
CCOc1ccc(-c2nccn2Cc2cccnc2)cn1	.	-5	1
COc1cc(Cl)cc(C(=O)N(C)CCC(C)(C)O)c1	.	-7	-8
CS(=O)(=O)N(CC(=O)N1CCN(c2ccccc2F)CC1)c1ccccc1	-4	-4	-8
CCOC(=O)C1=C(C)N(C)C(=O)NC1c1ccc(C)s1 (centres undefined)	.	-5	-5
N#CCn1cc[n+](CCCNP2(=O)C=C(c3ccccc3)OC(c3ccccc3)=C2)c1	-6	-2	3
O=C(c1cnn2c1NC(c1ccc(F)cc1)CC2C(F)(F)F)N1CCOCC1 (centres undefined)	-6	-5	-2
O=C(O)c1ccn(-c2cccc(C(F)(F)F)c2)n1	.	-12	5
Cc1cc(N2CCCN(Cc3ccc4cccc(O)c4n3)CC2)ccn1	.	-6	5
Brc1ccccc1-c1nc(-c2cccnc2)no1	2	-4	-4
COC(=O)CCC(=O)NC1CC(=O)N(Cc2cccc(F)c2)C1 (centres undefined)	.	-3	5
CNS(=O)(=O)c1cc(C(=O)N2CCCC2c2ccc3c(c2)OCCO3)ccc1OC (centres undefined)	.	-10	2
Cc1ccc2nc(C)c(NC(=O)c3ccc(S(=O)(=O)N4CCOCC4)cc3)c(=O)n2c1	.	-8	2
COc1ccc(CN(Cc2ccco2)CC(O)COCc2ccccc2)cc1 (centres undefined)	-6	-4	-2
O=C(O)C12CCCC(CBr)(CCC1)C2	.	-1	6
CCCCNC(=O)N1CCN(c2cc(Oc3ccc(F)cc3)ncn2)CC1	-4	-4	-9

Entries of single compounds, looked up by structure. Order of screens: mcGAS inh | hcGAS lum | NPYLR7 ag
COC(=O)CCC(=O)NC1CC(=O)N(Cc2cccc(F)c2)C1 (centres undefined) is entered as . | -3 | 5
Cc1cc(N2CCCN(Cc3ccc4cccc(O)c4n3)CC2)ccn1 is entered as . | -6 | 5

Only hcGAS lum (2 entries from above):
canonical_smiles	hcGAS lum
CS(=O)(=O)N(CC(=O)N1CCN(c2ccccc2F)CC1)c1ccccc1	-4
CCOC(=O)C1=C(C)N(C)C(=O)NC1c1ccc(C)s1 (centres undefined)	-5

(further entries)
SMILES	mcGAS inh	hcGAS lum	NPYLR7 ag
CN(Cc1ccccc1)c1ncccc1CNC(=O)[C@@H]1Cc2ccccc2N1	.	-1	8
CCOc1ccc(Nc2nnc(Cc3ccc(C)cc3)c(=O)[nH]2)cc1	.	-4	7
CC(=O)Nc1ccc(Nc2cc3c(cn2)cc(-c2cnn(C)c2)n3Cc2ccccc2)cc1	-6	-5	7
CN1C(=O)CC(C(=O)Nc2ccccc2F)SC1=Nc1ccc(Cl)cc1 (centres undefined)	-4	3	4
O=C(c1ccccc1)N(CCn1cccn1)c1nc2ccccc2s1	-7	-7	-10
COc1ccccc1NC(=O)Cn1cccc(-c2nc(-c3ccc(C)cc3)no2)c1=O	-8	-6	-2
CCC1(C)Cc2c(sc3c2c(=O)n(C)c2nnc(SCCc4ccccc4)n32)CO1 (centres undefined)	.	-5	-12
Cc1[nH]c(=S)sc1CC(=O)NC1CCc2c(Cl)cccc21 (centres undefined)	-17	-6	2
CCc1nc2ccc(C(=O)Nc3cccc(OC)c3)cn2c1N(C)CCC(C)C	3	2	-7
Cc1cc(=O)[nH]c(-n2nc(C3CC3)cc2NC(=O)c2ccco2)n1	.	-7	5
Cc1cccc(CN2CCN(C(=O)c3ccc(OCC(N)=O)cc3)CC2=O)c1	-16	-7	6
c1cc(CNC2C3CCCC2CN(C2CC2)C3)c2c(c1)OCCO2 (centres undefined)	.	-7	1
CCC1(CC)NC(=O)N(Cc2ccn(-c3ccccc3)n2)C1=O	.	-6	15
O=C1Oc2ccccc2C(=O)C1=CN1CCN(c2ccccn2)CC1	.	2	5
CC(C)c1ccc(CN2CCCC3(CCN(C(=O)c4ccnn4C)C3)C2)cc1 (centres undefined)	.	-5	7
COC(=O)CN(C)C(=O)c1cccc(NC(=O)C(C)(C)C)c1	.	-10	11
CN1CCCC2(CCN(C(=O)Cc3cccc4ccccc34)C2)C1=O (centres undefined)	.	-3	14
CCOc1ccc2nc(N3CCCC(N(C)Cc4nccn4CC)CC3)nc(C)c2c1 (centres undefined)	-10	-6	14
COc1cccc(NC2=NC3CS(=O)(=O)CC3S2)c1 (centres undefined)	.	11	0
Cc1ccc(CN(C)Cc2nc(COc3ccccc3)no2)o1	-11	-5	22
CCOC(=O)Cn1c(=O)c2c(nc3n(-c4ccccc4)c(C)c(C)n23)n(C)c1=O	.	-11	17
O[C@@H]1CN(Cc2ccncc2F)CC[C@H]1c1ccc2ccccc2c1	-16	-2	.
Cc1cc(C)nc(SCc2cc(=O)c(OC(=O)CC(c3ccccc3)c3ccccc3)co2)n1	7	5	-23
CCCNC(=O)c1c(NC(=O)c2ccccc2Cl)sc2c1CCC(C)C2 (centres undefined)	1	-10	-7
COCc1c(Br)c(C)nc(OCC(=O)N/N=C\c2c[nH]c3ccccc23)c1C#N	-6	-8	-9
CC1(C)[C@H]2CC=C(CN3C[C@H]4C[C@H](O)[C@H](O)C[C@H]4C3)[C@@H]1C2	.	-9	15
COC(=O)Cc1cc(=O)n2[nH]c(C)c(-c3ccc(Br)cc3)c2n1	.	-4	-13
Cc1noc(C)c1CC(=O)N1CCNC(=O)CC1c1ccccc1 (centres undefined)	.	-7	-6
COc1ccc(-c2nccn2CC(C)Oc2cccnc2)c(F)c1F (centres undefined)	.	-5	5
COc1ccc(OCC(=O)N=Nc2c(O)[nH]c3c(C)cccc23)c(Br)c1	-5	-4	-8
CONC(=O)c1oc2c(ccc3ccccc32)c1C	.	-10	-1
COc1c(F)cc(-c2cccc(NC(C)=O)c2)cc1F	-12	-5	-2
CCCCOc1ccc(C(=O)Nc2ccc(-n3nc(OCCOCC)nc3-c3ccc(C(F)(F)F)cc3)cc2)cc1	-7	-1	.
O=C(O)CCC(=O)N1CCOCC1	-9	-7	2
COCc1cc(N2CCOCC2)nc(SCc2ccc(C(=O)NCc3ccc4c(c3)OCO4)cc2)n1	-10	-7	16
Nc1nc(Cl)cc(N2CCN(Cc3ccc4c(c3)OCCO4)CC2)n1	.	-1	11
CC(NC(=O)CCN(CCc1ccccc1)c1nc(-c2cccs2)nc2ccccc12)c1ccccc1 (centres undefined)	-4	-1	6
O=C(Nc1cccc(-c2ccc3nnc(-c4ccncc4)n3n2)c1)C1CCCCC1	-7	-6	-11
CC(=O)N1c2ccccc2N=C2CC(C)(C)CC(=O)C2C1c1cccc(F)c1 (centres undefined)	-7	-2	2
CC(C)(C)CC(=O)N1CCN(Cc2nnnn2-c2ccc(F)c(F)c2)CC1	0	-4	0
O=C1CNC(=S)N1C1CCCCCC1	.	-4	6
N[C@@H](Cc1cnc[nH]1)C(=O)O	-5	-4	-9
COC(=O)Cc1ccc(Oc2ccnc(C#N)c2)cc1	-2	2	-1
O=C(c1ccncn1)N1CCCC2(C=Cc3ccccc3O2)CC1 (centres undefined)	-10	-5	1
Cc1cccc(C(=O)NNc2cc(=O)n(C)c(=O)n2C)c1	-3	0	10
O=C(CCc1nc(Cl)n[nH]1)N[C@@H]1CC[C@H](C(=O)NC2CCC2)C1	-7	-14	.
COc1ccc(OC)c2sc(N3CCc4ccccc4C3)nc12	-6	-8	6
Cc1ccc(C(=O)O)cc1S(=O)(=O)Nc1ccc(Cl)c(S(=O)(=O)N2CCCC2)c1	.	-10	8
Cc1oc(C(C)C)cc1C(=O)NCCC1CN(C)CCO1 (centres undefined)	-12	-3	10
CCCc1nc(N2CCN(c3ccccc3)C(=O)C2)c2cnn(C)c2n1	-15	-4	-2
CC1(C(=O)NS(=O)(=O)c2cccc(OC(F)F)c2)CCN1C(=O)C/C=C/c1ccccc1 (centres undefined)	.	-10	3
CN(C)Cc1ccc(NS(=O)(=O)c2cccc(Cl)c2)cc1F	.	-8	-2
Clc1ccc(-c2cnn3c(-n4ccnc4)cc(-c4ccccc4)nc23)cc1	-8	-8	3
CCC1=C(C(=O)O)Cc2ccccc2O1	.	2	-7
COc1ccc(CCN(C)c2cc(-c3ccccc3)nc(SCc3ccc(C(=O)NCC4CCCO4)o3)n2)cc1OC (centres undefined)	-2	-1	7
NS(=O)(=O)N1CCC(C(=O)N(Cc2cccs2)Cc2cccs2)CC1	1	9	-1
Cc1ccnc(SCc2cc(=O)c(OC(=O)c3cccc([N+](=O)[O-])c3)co2)n1	-6	-2	-12
CCn1nnc2c(Nc3cccc(OC)c3)ncnc21	-4	2	-1
C=CCn1cc(C(=O)Nc2cc(C)ccc2C)c2nn(-c3ccccc3)c(=O)c-2c1	-8	-3	9
CCCCCCc1ccc(C(=O)N2CCN(C(=O)c3cc(-c4ccc(F)cc4)n(-c4ccc(C)cc4)c3C)CC2)cc1	-5	-3	21

Additional entries follow.
SMILES	mcGAS inh	hcGAS lum	NPYLR7 ag
CC(C)c1ccc(/C=C2\N=C(c3ccccc3F)OC2=O)cc1	-6	-6	-1
CCOc1ccc(-c2cn3c(CC(=O)N4CCCCC4CC)csc3n2)cc1 (centres undefined)	0	0	6
Cc1c(C)c(C)c(S(=O)(=O)NC(CC(C)C)C(=O)N(C)C)c(C)c1C (centres undefined)	.	-3	6
CC1(C(=O)Nc2nccs2)CCN1C(=O)c1ccco1 (centres undefined)	.	-10	6
COCCN(Cc1cccc(OS(C)(=O)=O)c1)C(=O)Nc1ccc(C)cc1C	-5	-5	13
Cc1ccnc(NCCNC(=O)CCn2c(C)cc(C)nc2=O)c1	-10	-5	-2
O=C(NCc1ccc(F)cc1)N1CCCCC1CCn1ccnc1 (centres undefined)	.	-3	0
O=C(NCCn1nc(-c2ccccc2)ccc1=O)c1cccc(C(F)(F)F)c1	-8	-6	-3
COc1ccccc1/C=C/C1=NC(=C\c2cccs2)/C(=O)O1	.	-5	-3
Cc1cc(N2CCN(C(=O)c3cnccn3)CC2)nc(NC2CCCCC2)n1	.	-4	5
Cc1ccc(NC(=O)C(=O)NCCN2CCN(Cc3ccccc3F)CC2)cc1Cl	-5	-4	-10
CCOC(=O)C1=C(CN2CCN(C(=O)NC(C)(C)C)CC2)N(C)C(=O)NC1c1cccc(F)c1 (centres undefined)	-4	0	.
CC(Sc1nnc(-c2cccs2)n1C1CC1)c1nnc(-c2cccs2)o1 (centres undefined)	.	-5	3
COc1ccc(N=C(N)N=C(N)N)c(OC)c1	-1	7	1
CC1CCCC(n2ccc3c(nnc4c(-c5ccccc5)cnn43)c2=O)C1C (centres undefined)	.	-7	1
Cc1cc(-n2cccn2)ccc1-c1c(-c2ccccc2)ncn1CCCCN	.	1	9
COc1cc2ncc(-c3nnnn3-c3ccc(F)cc3)c(C)c2cc1OC	.	-11	-5
Cc1cccc(CSc2nc(=O)n3cccc(C)c3n2)c1	.	-10	2
N#Cc1ccc(C(=O)N2CCN(Cc3ccc(-c4noc(-c5cccc(C(F)(F)F)c5)n4)cc3)CC2)cc1	-7	-4	2
O=C(CNC(=O)c1cccc(Br)c1)NC1CCN(Cc2ccc(F)cc2)CC1	.	-11	7
Cc1ccc(CN(Cc2ccc(F)cc2)C(=O)CN(CCN2CCOCC2)S(=O)(=O)c2ccc(Br)cc2)o1	-6	-8	5
Nc1nc2c(s1)CN(Cc1cc3n(n1)CCCNC3)CC2	.	-2	-1
FC(F)(F)c1cccc(CNCC2COc3ccccc3O2)c1 (centres undefined)	.	-3	-1
O=C(CC(c1ccc(Cl)c(C(F)(F)F)c1)c1c[nH]c2ccccc12)N1CCN(Cc2ccc3c(c2)OCO3)CC1 (centres undefined)	-8	-6	25
Cc1ccccc1C(=O)NC(c1ccccc1)C(C)(C)C (centres undefined)	-7	-6	4
CCc1cc(NCc2cccc(C)c2)n2ncnc2n1	-7	-6	-2
CN1CCCn2nc(C(=O)NCC(O)c3cccnc3)cc2C1 (centres undefined)	.	-2	3
CNC(=O)c1cccc(C(=O)C(C#N)c2ccccn2)c1 (centres undefined)	.	-1	-4
COCCN1CCC(C(=O)N2CCC3(C=Cc4ccccc43)CC2)C1 (centres undefined)	-13	-2	25
CCCNC(=O)COc1coc(CN2CCc3ccccc32)cc1=O	0	-1	6
CCOC(=O)c1oc2c(C)cccc2c1CNc1cnccn1	.	-2	-6

Single entries from the list:
For hcGAS lum, FC(F)(F)c1cccc(CNCC2COc3ccccc3O2)c1 (centres undefined) is listed with -3
For hcGAS lum, CNC(=O)c1cccc(C(=O)C(C#N)c2ccccn2)c1 (centres undefined) is listed with -1
For NPYLR7 ag, CN1CCCn2nc(C(=O)NCC(O)c3cccnc3)cc2C1 (centres undefined) is listed with 3
For hcGAS lum, CCOC(=O)c1oc2c(C)cccc2c1CNc1cnccn1 is listed with -2
For NPYLR7 ag, CCCNC(=O)COc1coc(CN2CCc3ccccc32)cc1=O is listed with 6
For mcGAS inh, COCCN1CCC(C(=O)N2CCC3(C=Cc4ccccc43)CC2)C1 (centres undefined) is listed with -13
